# Screens (PubChem)
# MT1-MMP txn act: MT1-MMP promoter reporter activation – cell-based, luciferase luminescence, primary screen | HT1080 MT1-MMP promoter luciferase reporter, overnight; hits give high values | activation factor at 10 µM | 0.16% of 86,000 active;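 active = activation factor of at least 2 for MT1-MMP transcription at 10 µM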
# Smad3 FoxH1 inh: Smad3/FoxH1 peptide binding inhibitors, primary screen, biochemical, TR-FRET; 0.29% of 88,000 active; inhibition, % at 25 µM; TR-FRET Smad3/Dy647-FoxH1 peptide binding, europium anti-His; AID 630, 2007;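 active = compounds that reduce the energy-transfer binding signal between the protein and its labelled peptide by more than half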;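 also: 0% = Smad3 plus labelled peptide maximal FRET and 100% = peptide-only background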
# Target sequence (P84022 whole entry, looked up): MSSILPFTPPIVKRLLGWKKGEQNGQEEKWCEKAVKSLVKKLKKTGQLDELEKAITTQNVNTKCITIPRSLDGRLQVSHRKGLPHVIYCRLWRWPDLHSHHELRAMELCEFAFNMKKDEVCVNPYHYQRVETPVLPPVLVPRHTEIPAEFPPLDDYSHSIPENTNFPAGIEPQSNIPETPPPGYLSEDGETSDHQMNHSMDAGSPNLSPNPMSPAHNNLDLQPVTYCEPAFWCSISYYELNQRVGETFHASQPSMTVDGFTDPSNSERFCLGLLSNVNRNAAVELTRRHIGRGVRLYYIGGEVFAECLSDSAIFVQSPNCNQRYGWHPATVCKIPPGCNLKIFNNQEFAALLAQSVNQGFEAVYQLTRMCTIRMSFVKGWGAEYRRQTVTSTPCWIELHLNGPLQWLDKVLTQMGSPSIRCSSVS
# ERa coact pot: enhancers of ERα–SRC-1 coactivator binding, primary screen, biochemical, TR-FRET, ERα LBD, low estradiol. coactivator binding (% of control), % at 25.6 µM. TR-FRET ERalpha-LBD/SRC-Cy5 coactivator binding, 2 h; 100 = basal binding, no effect. Estrogen receptor (Homo sapiens), P03372. 1.3% of 86,000 active; in the data active = activity above about 200%;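 also: binding measured in presence of low estradiol as agonist stimulus; 0% = peptide alone without receptor and 100% = receptor with peptide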
# ERb SRC1 inh: inhibitors of ERβ-SRC1 coactivator interaction, primary screen, biochemical, TR-FRET, ERβ LBD, SRC-1 peptide; TR-FRET ER-beta LBD / SRC1-Cy5 peptide binding; receptor agonist-loaded with 1 µM estradiol; inhibition, % at 25.6 µM; 1.3% of 86,000 active;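 active = compounds whose percent inhibition of the receptor-coactivator binding signal exceeds about 50% in the single-dose screen, limit read from the data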;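 also: 0% = receptor plus peptide wells without compound and 100% = peptide-only wells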
# Target sequence (Q92731 whole entry, looked up, the tested form may be a part): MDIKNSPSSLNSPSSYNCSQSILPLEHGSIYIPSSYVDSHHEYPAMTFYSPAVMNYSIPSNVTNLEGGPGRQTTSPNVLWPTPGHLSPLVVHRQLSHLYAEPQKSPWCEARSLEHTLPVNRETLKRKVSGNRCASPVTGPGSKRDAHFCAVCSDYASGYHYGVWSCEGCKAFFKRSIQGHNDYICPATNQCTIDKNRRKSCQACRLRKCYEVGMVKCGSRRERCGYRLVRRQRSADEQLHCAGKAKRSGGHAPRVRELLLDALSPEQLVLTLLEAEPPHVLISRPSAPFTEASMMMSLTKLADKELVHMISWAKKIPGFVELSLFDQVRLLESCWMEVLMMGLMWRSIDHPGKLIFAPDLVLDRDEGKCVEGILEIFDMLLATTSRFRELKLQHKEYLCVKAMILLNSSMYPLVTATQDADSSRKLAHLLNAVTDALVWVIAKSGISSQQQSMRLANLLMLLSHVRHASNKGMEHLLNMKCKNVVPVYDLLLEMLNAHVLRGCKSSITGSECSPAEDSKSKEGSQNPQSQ
# Fibroblast inh: antiproliferative effect on LL 47 fibroblasts – human, LL 47 cells, CellTiter-Glo luminescence, primary screen; LL 47 human lung fibroblast viability, ATP luminescence; hits give low values; viability, % at 10 µM; 1.1% of 85,000 active;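 active = viability at or below 50% in the single dose screen; inactive = viability above 50%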;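 also: compound exposure lasted 72 h before the ATP readout; 100% = median luminescence of untreated cell-only wells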
#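 Test system: LL 47 human lung fibroblasts; Quantity: 1,150 cells/well; Buffer or medium: IMEM plus 15% FBS; Dosing: tenfold compound dosing solution, DMSO at 0.1%; Timing: overnight cell rest, 72 h compound treatment at 37 °C; Detection: ATP-based CellTiter-Glo luminescent readout; Read-out basis: viability percentage against median untreated-cell control; Controls: cell-only wells, no compound.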
# CD11b adhes enh: enhancers of CD11b/CD18 adhesion to fibrinogen, primary screen, K562 cells, luminescence | Integrin beta-2 (Homo sapiens) + Integrin alpha-M (Homo sapiens), P05107+P11215 | ATPlite luminescence | activation, % at 10 µM | 0.07% of 93,000 active | AID 1499, 2009;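 active = 10 µM primary screen giving 50% or more activity, confirmed by 40% or more on retest at that dose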; also: strong numbers were not always called active
# H69AR inhibit: proliferation blockers of H69AR lung cancer cells, primary screen, cell-based, human, 86K library | H69AR lung tumor viability, ATP luminescence, 72 h; hits give low values | 6% of 85,000 active | viability, % at 10 µM;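 active = viability at or below 40%; inactive = viability above 40%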;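 also: multidrug resistant small cell line overexpressing MRP-1 efflux transporter; 100% = mean luminescence of untreated control wells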
# ERa coact inh: ERα–SRC-1 coactivator interaction inhibitors, primary screen, biochemical, TR-FRET, ERα LBD, estradiol-bound | TR-FRET ER-alpha LBD / SRC-1 peptide | inhibition, % at 25.6 µM | 1.7% of 86,000 active | AID 629, 2007; in the data active = inhibition above about 50%;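 also: 0% = receptor plus peptide control and 100% = peptide only without receptor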
# HUVEC prolif 384: inhibitors of HUVEC proliferation, primary screen, cell-based, 384-well; 1.1% of 86,000 active; CellTiter-Glo luminescence, 72 h; hits give low values; viability, % at 10 µM (by protocol);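 active = viability at or below 30%; inactive = viability above 30%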;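 also: 100% = median luminescence of DMSO-only cell control wells on each plate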
# An asterisk follows results filed as active; x = no result given; [ ] = another dose, or the depositor's remark. The list is partial; rates above refer to the full screens.
structure,Fibroblast inh,HUVEC prolif 384,H69AR inhibit,Smad3 FoxH1 inh,ERa coact inh,ERb SRC1 inh,CD11b adhes enh,MT1-MMP txn act,ERa coact pot
COc1ccc2nc(NC(=O)CCc3nc(-c4ccccc4F)no3)sc2c1,97,89,80,-6,34[fluorescence artefact?],48[fluorescence artefact?],44,1.2,204*
COc1cc(NC(=O)CSc2ncccc2C(=O)OC(C)C)cc(OC)c1,84,93,78,-1,-7,-7,-3,1.1,96
CCN(CC)C(=O)CSc1nc(-c2ccc(C)cc2)nc2c1COC(C)(C)C2,98,86,87,1,-7,-6,-1,1.2,98
Cc1ccc(S(=O)(=O)/N=C(\CCl)N2CCOCC2)cc1,59,77,1.2*,x,x,x,x,0.8,x
Cc1nnc(NC(=O)C2c3ccccc3Oc3ccccc32)s1,103,99,97,-3,3,-2,x,1,89
O=C(Cc1ccccc1)NC1CCN(S(=O)(=O)c2cccc(F)c2)CC1,97,93,95,1,-17,-25[fluorescence artefact?],-4,1.1,126
CC(=O)Nc1cccc(NC(=O)CSc2nnnn2C)c1,95,101,96,6,5,0,-1,0.9,105[fluorescence artefact?]
COc1cccc2[nH]c3c(N4CCCCC4)ncnc3c12,80,95,81,1,-6,1[fluorescence artefact?],-6,1.3,104
O=C(Cn1ccc2ccccc2c1=O)NCCC(=O)Nc1ccc2c(c1)OCCO2,107,93,98,9,6,11[fluorescence artefact?],-5,0.9,111
Cc1csc(SCC(=O)Nc2nc(-c3ccccc3)cs2)n1,97,93,89,12,0,-4,-2,1.5,96
Cc1nonc1OCCNC(=O)C12CC3CC(CC(C3)C1)C2,95,101,101,2,-5,-4[fluorescence artefact?],4,1.1,103
CC(C)Cc1nc(N2CCN(C(=O)Cc3ccccc3)CC2)c(C#N)c2c1COC(C)(C)C2,80,86,51,-5,0[fluorescence artefact?],3[fluorescence artefact?],1,1.2,119
O=C(Nc1ccccc1)Nc1cccc2cccnc12,83,79,42,-1,6,5,-5,1.7,114
CCN(CC)C(=O)CCNS(=O)(=O)c1ccc(C)cc1,103,100,100,8,-5,7,x,1.1,95
CC1=NN(C(C)C)C(=O)C1,106,105,88,-11,-7,-10,-3,1.2,104
Cn1c(SCC(=O)Nc2ccc3cn[nH]c3c2)nnc1-c1cccs1,99,88,75,10[fluorescence artefact?],-26,-5[fluorescence artefact?],0,1.5,88
COc1cccc(C2C(C#N)=C(N)Oc3cc(C)n(Cc4ccco4)c(=O)c32)c1 (centres undefined),111,110,78,0,-10,-2,-5,1.2,100
Cc1ccc(CNC(=O)C2CCN(S(=O)(=O)c3c(C)noc3/C=C/c3ccco3)CC2)cc1,88,77,43,0,4[fluorescence artefact?],3[fluorescence artefact?],2,x,107[fluorescence artefact?]
CCCc1cc(=O)[nH]c(SCC(=O)N(C)CC(=O)Nc2ccc(C)cc2)n1,91,94,102,1,-5,-10,-2,1.2,106
CCOc1ccccc1CN1C(=O)c2ccccc2C1C(=O)NC(C)CC (centres undefined),95,95,89,9,-1,-7,4,1.1,119
Cc1cc(C)nc(NC2=NCC(=O)N2c2ccccc2Br)n1,94,99,91,0,-4,-1,x,1.2,117
COc1ccc(N2CCN(CCNC(=O)c3cccn4c(=O)c5ccc(Cl)cc5nc34)CC2)cc1,103,86,49,0,4,-5,x,1.2,119
Cc1oc(-c2ccccc2F)nc1CS(=O)(=O)CC(=O)NC1CCCC1,97,88,106,-3,-5,-11,6,1,108
COCCNC(=O)c1ccc2c(c1)NC(=O)CS2,96,93,92,10[fluorescence artefact?],-2,-5,-5,1.1,93
O=C1C(Cl)=C(NCCCO)C(=O)c2ccccc21,104,96,7.4*,14[fluorescence artefact?],-26[fluorescence artefact?],-18[fluorescence artefact?],-4,0.9,118[fluorescence artefact?]
Brc1ccc(-c2noc(CCc3ccccc3)n2)o1,99,110,104,3,3,-11[fluorescence artefact?],0,1.4,81
CCOC(=O)c1ccc(-c2ccc(C(=O)Nc3cccnc3)o2)cc1,98,82,104,0,7,7,2,1.2,104[fluorescence artefact?]
COCCOC(=O)c1c(C)n(C)c2ccc(OC(=O)C3CC3)cc12,102,97,91,1,-7,-8,-2,1.1,121
COc1ccc(NC(=O)CN(C2CCCCC2)S(C)(=O)=O)cc1OC,96,99,84,5,-4,-15,5,1,95
CCOc1ccc(NC(=O)CCCc2cc(-c3ccc(OCC)cc3)on2)cc1,88,94,51,0,25,18[fluorescence artefact?],0,1.1,204*
CCCn1c(N)c(Sc2ccc(Cl)cc2)c(=O)n(CCC)c1=O,94,89,101,13[fluorescence artefact?],4[fluorescence artefact?],-1[fluorescence artefact?],-3,1.2,104
CCn1c(CSc2nc(C)cc(C)n2)nnc1SCC(=O)Nc1nc(-c2ccccc2)cs1,90,83,64,7,-8,4[fluorescence artefact?],-2,1,145
CCOc1ccc(NC(=O)CN2CCN(CC(=O)c3ccc(OCC)cc3)CC2)cc1,91,98,86,-8,-7,-16,4,1,115
Cc1ccc(-c2nn(CC(N)=O)c(=O)c3ccccc23)cc1S(=O)(=O)N(C)C,98,93,93,-19,-6,-6,-3,1.1,98
Cn1c(NCC(O)c2ccccc2)nc2c1c(=O)n(Cc1ccc(Cl)c(Cl)c1)c(=O)n2C (centres undefined),90,48,13*,-16,-25,-15[fluorescence artefact?],x,0.9,93
CCCCn1c(SCC(=O)NCc2ccco2)nc2ccc(N3CCOCC3)cc2c1=O,94,97,49,9[fluorescence artefact?],29,26,0,1,99[fluorescence artefact?]
COc1ccc(N2CC(C(=O)Nc3ccc(F)cc3F)CC2=O)cc1 (centres undefined),96,93,107,8,3,-5,0,1.1,119[fluorescence artefact?]
O=C(C1CC1)N1CCc2cc(S(=O)(=O)N(CCO)Cc3ccccc3)ccc21,100,91,77,-1,-20,-28,x,1.1,101
COC(=O)[C@H](C)NC(=O)Nc1cccc(C(F)(F)F)c1,104,104,91,7,-5,-16,x,1.1,96
CCOc1ccccc1C(=O)NCCC(=O)O,107,102,91,1,-2,-6,7,1.1,99
O=C(Nc1ccc(NC(=O)C2CC2)nc1)c1cccc(F)c1,106,98,77,4,0,-9,-2,1.6,116
CCCn1nc(C(=O)N2CCc3ccccc3C2)c2ccccc2c1=O,95,103,87,3,5,-9,2,1,90
c1cnc(N2CCN(Cc3c[nH]c4ccccc34)CC2)nc1,78,96,56,-11[fluorescence artefact?],-7,-5,-1,1.2,128[fluorescence artefact?]
CCN(CC)C(=O)c1sc(NC(=O)c2ccc(Br)o2)c(C(=O)OC)c1C,82,68,83,12,3,1,0,1,95
COCC(C)NC(=O)c1ccc(N(C)C)cc1 (centres undefined),96,89,99,-5,8,-7,0,1.1,116
O=C(NC1CCCCC1)C(c1cccnc1)N(C(=O)c1csnn1)C1CCCC1 (centres undefined),95,94,91,2,-6,-2,x,1,96
CCN(CC)S(=O)(=O)c1cccc(C(=O)Nc2cccnc2)c1,102,100,79,12,-6,-9,0,1.2,109
Cc1ccc(S(=O)(=O)CC(C)N2CCOCC2)c(S(=O)(=O)CC(C)N2CCOCC2)c1 (centres undefined),x,95,81,-5,-8,-1,-1,1.2,119

# Printed as active in ERa coact pot, among the entries above:
smiles	Smad3 FoxH1 inh	ERa coact inh	ERb SRC1 inh	CD11b adhes enh	MT1-MMP txn act	ERa coact pot
COc1ccc2nc(NC(=O)CCc3nc(-c4ccccc4F)no3)sc2c1	-6	34[fluorescence artefact?]	48[fluorescence artefact?]	44	1.2	204*
CCOc1ccc(NC(=O)CCCc2cc(-c3ccc(OCC)cc3)on2)cc1	0	25	18[fluorescence artefact?]	0	1.1	204*

# (list continues)
structure,Fibroblast inh,HUVEC prolif 384,H69AR inhibit,Smad3 FoxH1 inh,ERa coact inh,ERb SRC1 inh,CD11b adhes enh,MT1-MMP txn act,ERa coact pot
O=C(COc1ccccc1)N1CCN(c2nnc(-c3ccccc3)c3ccccc23)CC1,103,88,57,-5,9,6[fluorescence artefact?],-4,1,100
COc1cc2c(cc1OC)C(c1ccc(-c3cc(Cl)ccc3Cl)o1)=NCC2,84,77,56,1,47,36,-6,1.1,253*[fluorescence artefact?]
CCCc1cc(C(=O)Cc2ccc(F)cc2)c(O)cc1O,100,32,15*,14,-8,-16,-5,0.9,102
COCCCNC(=O)c1ccc2c(c1)CCN2S(C)(=O)=O,106,99,105,1,-9,-1,6,0.8,84
CS(=O)(=O)N(Cc1ccccc1)c1ccc(C(=O)Nc2ccc3c(c2)OCO3)cc1,92,71,91,7,14,-7,-1,1.2,90[fluorescence artefact?]
CC(=O)Nc1ccc(S(=O)(=O)NCC2CCC(C(=O)NCCC3=CCCCC3)CC2)cc1 (centres undefined),105,96,102,10,-11,0,18,x,96[fluorescence artefact?]
COc1cccc(-n2c(C)nnc2SCC#N)c1,100,88,83,-3,2,2,-5,1.1,109
O=C(NCc1ccc2c(c1)OCO2)c1nn2cccnc2c1Cl,94,92,103,8,-5,-2,-4,1,118
COc1ccc(-c2ccc(-c3nnn(CC(C)=O)n3)cc2)cc1,96,115,70,2,16,13,40,1.4,107[fluorescence artefact?]
COc1ccc(NC2c3ccccc3C(=O)N2c2cccnc2)cc1Cl (centres undefined),98,91,88,0,-8,-2,4,x,117
CCOC(=O)c1ccc(NS(=O)(=O)c2ccc(SC)cc2)cc1,86,95,93,5,19,-2,-1,1,50[fluorescence artefact?]
O=S(=O)(c1cccc(-c2nn3c(-c4ccncc4)nnc3s2)c1)N1CCOCC1,99,96,63,0,-7,-11,-5,1.2,122
Nc1nc2n(n1)C(c1ccccc1Cl)CC(c1ccc(F)cc1)N2 (centres undefined),103,53,99,-16[fluorescence artefact?],-6[fluorescence artefact?],6[fluorescence artefact?],0,1.1,95
Cc1cc(=O)n2nc(N3CCCC(C(=O)NCc4ccco4)C3)sc2n1 (centres undefined),100,106,73,7,0,-1,0,1,121
CN(c1ccc(C(=O)NCCC2=CCCCC2)cc1)S(C)(=O)=O,92,93,78,-1,0,6,-8,0.8,131
CCOC(=O)c1sc2nc3n(c(=O)c2c1C)CCC(C)CC3 (centres undefined),98,110,83,5,11[fluorescence artefact?],-7[fluorescence artefact?],0,1.5,98
CCOC(=O)C(NC(C)=O)(N1CCOCC1)C(F)(F)F (centres undefined),93,93,x,1,-4,-1,-3,1.1,115
CC(=O)n1cc(C2C(=O)CC(C)(C)CC2=O)c2ccccc21,102,105,95,-17[fluorescence artefact?],-3,-1[fluorescence artefact?],-4,1.2,117
N=c1sccn1CC(=O)Nc1ccc2c(c1)CCC2,92,90,91,13,0[fluorescence artefact?],1,-2,1.2,127
CCOC(=O)N1CCC(N2CC34C=CC(O3)C(C(=O)Nc3ccc(OCC)cc3)C4C2=O)CC1 (centres undefined),95,95,96,10,-8,-7[fluorescence artefact?],0,1.1,91
CCNc1nc(NC(C)C)nc(N(C#N)CCOc2ccc(Cl)cc2Cl)n1,93,76,22*,1,6,0,-4,1.1,101
